CHRM5 agonist = CHRM5 agonism in calcium assay; P08912; CHO-K1 hM5 cells, Fluo-8 calcium fluorescence; 0% DMSO wells, 100% maximal acetylcholine response; activation, % at 3 µM; 360,000 tested, 0.19% active; AID 624037;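 active means activation above the run's mean over test compounds plus 3 SD, cut at about 23% in these data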;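 further: signal is peak over basal fluorescence ratio across the kinetic read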
M4 antag = antagonists of human muscarinic M4 receptor (CHRM4). AID 624125. 360,000 tested, 0.73% active. CHO-hM4 cells, ACh EC80, Fluo-8 calcium fluorescence. inhibition, % at 3 µM;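 active means inhibition above its plate's cutoff, the mean inhibition of sample wells plus 3 SD, cut at about 27% in these data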;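 further: 0% = acetylcholine EC80 with DMSO and 100% = DMSO without agonist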
Target sequence (P08173 whole entry, looked up): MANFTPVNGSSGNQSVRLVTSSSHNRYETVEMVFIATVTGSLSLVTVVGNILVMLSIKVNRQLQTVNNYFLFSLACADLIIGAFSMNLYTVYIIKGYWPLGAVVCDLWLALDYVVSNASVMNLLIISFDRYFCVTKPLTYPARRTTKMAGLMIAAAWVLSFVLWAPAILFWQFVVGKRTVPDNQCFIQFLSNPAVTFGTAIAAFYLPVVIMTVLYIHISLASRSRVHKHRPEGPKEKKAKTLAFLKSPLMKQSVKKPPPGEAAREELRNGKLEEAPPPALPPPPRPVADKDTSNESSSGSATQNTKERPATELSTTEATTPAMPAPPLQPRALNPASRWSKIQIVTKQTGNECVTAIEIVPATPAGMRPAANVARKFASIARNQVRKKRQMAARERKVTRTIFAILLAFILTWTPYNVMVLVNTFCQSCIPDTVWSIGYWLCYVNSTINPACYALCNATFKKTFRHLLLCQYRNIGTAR
M4 ag = CHRM4 agonism in calcium assay | P08173 | CHO-K1 hM4/Gqi5, Fluo-8 calcium fluorescence; vehicle 0%, full acetylcholine response 100% | activation, % at 3 µM | 360,000 tested, 0.14% active;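 active means activation above the run mean over all test wells plus 3 SD, cut at about 32% in these data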;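 further: peak over basal fluorescence ratio per well then scaled between controls; 0% = DMSO wells and 100% = acetylcholine at EC100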
CHRM5 PAM = CHRM5 positive allosteric modulation. 360,000 tested, 0.3% active. CHO-K1 hM5, Fluo-8 calcium, ACh EC20 PAM; 0% = ACh EC20, 100% = ACh EC100. P08912. activation, % at 3 µM;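 active means activation above the run cutoff, the mean activation of all test compounds plus 3 SD, cut at about 18% in these data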
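Assay system – human M5 receptor in CHO-K1 cells · Read-out – % activation, ACh-normalized · Technique – Fluo-8 calcium fluorescence · Dosing – single-point, 3 µM nominal · Incubation – Fluo-8 loading 80 min at 37 °C plus 30 min room temperature · Repeats – singlicate, one well per test compound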
M1 antag = human CHRM1 antagonism; CHO-K1 hM1, Fluo-8 calcium fluorescence, ACh EC80 antagonist; P11229; 360,000 tested, 1.3% active; inhibition, % at 3 µM;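 active means percent inhibition above its own plate's cutoff, namely the mean of that plate's compound wells plus 3 SD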;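 further: peak over basal fluorescence ratio during 140 s after agonist addition; 0% = ACh EC80 plus DMSO and 100% = DMSO alone without agonist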
M1 ag = agonists of human M1 muscarinic receptor. P11229. CHO-K1 hM1, Fluo-8 calcium fluorescence, agonist mode; 0% DMSO, 100% acetylcholine EC100. activation, % at 3 µM. 360,000 tested, 0.33% active. AID 588814;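 active means activation above the run's mean compound activation plus 3 SD, cut at about 16% in these data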;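 further: peak over basal fluorescence ratio within a 140 s kinetic read after compound addition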
M1 PAM = human CHRM1 positive allosteric modulation | P11229 | activation, % at 3 µM | 360,000 tested, 0.088% active | CHO-K1 hM1, Fluo-8 calcium fluorescence, ACh EC20; 0% = ACh EC20, 100% = maximal ACh; in the data active means activation above about 19%, passing the limit was not always enough
TAAR1 agonist = human TAAR1 agonism | 360,000 tested, 0.99% active | CHO RD-HGA16 TAAR1, Fluo-8 calcium fluorescence; vehicle wells 0%, saturating PEA agonist 100% | Q96RJ0 | activation, % at 3 µM;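 active means activation above the mean activation of all test compounds in the run plus 3 SD, cut at about 38% in these data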
Target sequence (Q96RJ0 whole entry, looked up): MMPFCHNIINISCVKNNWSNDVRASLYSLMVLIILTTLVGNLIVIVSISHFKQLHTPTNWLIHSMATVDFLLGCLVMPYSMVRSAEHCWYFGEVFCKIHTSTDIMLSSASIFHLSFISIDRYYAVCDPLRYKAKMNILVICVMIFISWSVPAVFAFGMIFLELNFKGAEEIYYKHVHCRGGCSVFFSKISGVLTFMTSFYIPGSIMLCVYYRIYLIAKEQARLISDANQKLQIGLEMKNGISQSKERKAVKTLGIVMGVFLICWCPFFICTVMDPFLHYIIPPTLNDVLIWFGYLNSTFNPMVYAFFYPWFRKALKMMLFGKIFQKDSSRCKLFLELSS
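Test system: RD-HGA16 (CHO) cells co-expressing Gα16 and hTAAR1; dosing: one-point dosing at 3 µM (nominal); timing: 17-24 h seeding, 75 min 37 °C dye, 30 min RT; signal: kinetic Fluo-8 calcium fluorescence; read-out basis: % activation relative to PEA EC100 response; controls: DMSO and PEA EC100; replicates: n 1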
CHRM5 antagonist = antagonists of human muscarinic M5 receptor (CHRM5) | CHO-hM5 cells, Fluo-8 calcium fluorescence, ACh EC80 | inhibition, % at 3 µM | 360,000 tested, 0.59% active | AID 624040;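 active means inhibition above a per-plate cutoff, the mean of that plate's test compounds plus 3 SD, cut at about 27% in these data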;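 further: 0% = acetylcholine EC80 with DMSO and 100% = DMSO without agonist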
Starred values were filed as active, the others as inactive. Some of the compounds tested; count on the stated rates, not on these rows.

SMILES | CHRM5 agonist | M4 antag | M4 ag | CHRM5 PAM | M1 antag | M1 ag | M1 PAM | TAAR1 agonist | CHRM5 antagonist
C=C(C)c1cccc(C(C)(C)NC(=O)N2CCCC(C)C2)c1 (centres undefined) | -1 | -5 | 2 | 12 | -32 | -3 | 5 | 17 | 1
c1ccc(COc2cccc(CNn3cnnc3)c2)cc1 | 0 | -9 | 0 | 2 | 7 | -3 | -3 | 0 | -4
COC(=O)c1sc(NC(=O)c2c(OC)cccc2OC)c(C#N)c1C | -2 | -6 | 0 | -4 | 2 | -3 | 2 | 6 | 9
CCC1(C)N(O)C(C)(C)C(c2ccc(OC)cc2)=[N+]1[O-] (centres undefined) | 1 | -3 | 0 | 2 | 5 | -2 | 3 | 7 | 2
CC1CCCCN1C(=O)CN1C(=O)c2ccccc2S1(=O)=O (centres undefined) | -2 | -5 | 1 | 0 | -8 | -1 | 4 | 0 | 1
CC(=O)Nc1ccc(Nc2ccc(S(=O)(=O)C(F)(F)F)cc2[N+](=O)[O-])cc1 | 3 | -5 | 10 | -3 | -6 | -4 | 3 | 19 | 9
COc1ccc(S(=O)(=O)NCC(=O)N(CC(=O)NCc2ccco2)C2CCCC2)cc1 | -2 | 4 | 1 | 2 | -8 | -3 | 6 | 3 | 10
CCCCC[n+]1ccn(-c2nc3ccccc3nc2[N-]S(=O)(=O)c2ccccc2)c1 | -1 | -2 | 1 | -6 | -3 | 7 | 11 | 3 | 15
COCCSc1nnc(NC(=O)c2ccco2)s1 | -5 | -8 | 0 | -5 | -16 | 0 | 17 | 0 | 10
Cn1c(SCC2CCCO2)nnc1-c1ccc([N+](=O)[O-])cc1 (centres undefined) | -3 | -17 | 2 | -4 | -8 | -15 | 7 | 2 | -11
CC1CN(c2nc(Nc3ccccc3F)nc(N)c2[N+](=O)[O-])CC(C)O1 (centres undefined) | -1 | -24 | 8 | 5 | -5 | 1 | 9 | -1 | 5
CC(=O)Nc1ccc(SC[C@H](Cc2ccccc2)N2CC[C@@H](C(C)(C)C)CCC2=O)cc1 | 2 | -14 | 4 | 0 | -27 | -2 | 20 | 18 | 6
CCSc1nnc(C)c2ccccc12 | -2 | 9 | 0 | -3 | 8 | -2 | -1 | 11 | 4
COc1ccc(OC)c(S(=O)(=O)n2cnc3cc(C)c(C)cc32)c1 | -3 | 2 | -1 | 0 | -9 | 1 | 15 | 17 | 0
CCCCCc1c(C)nc(N2CCc3ccccc3C2)[nH]c1=O | 1 | 3 | 1 | -1 | -3 | -1 | 5 | 5 | 3
O=C(COC(=O)Cn1cnc2ccccc2c1=O)Nc1cc(Cl)ccc1[N+](=O)[O-] | -3 | -4 | 1 | -11 | -4 | -7 | 10 | 3 | 0
CC(C)(C)c1ccc(S(=O)(=O)NCC(=O)N2CCCC2)cc1 | 2 | 9 | 3 | -2 | -7 | -5 | 9 | 9 | 0
COc1ccc(-c2nnc3n(CCc4ccccc4)c(=O)c4ccccc4n23)cc1OC | -1 | 11 | 2 | -6 | 7 | -1 | -9 | 6 | 3
C=CCn1c(Cc2cccs2)nnc1SCC(=O)c1ccc(F)cc1 | -2 | 3 | 2 | 3 | -14 | -5 | 11 | 14 | -1
O=C(Oc1ccc(OC(=O)C2CCC2)cc1)C1CCC1 | 0 | -23 | -2 | 5 | -18 | -5 | 5 | 1 | -7
Cc1ccc(NC(=O)N(CCC(=O)O)Cc2ccccc2)cc1 | 0 | -7 | 0 | 3 | 0 | -2 | 3 | 0 | -1
Cc1cccc(Cn2c(C(C)(C)C)cc3cccnc32)c1 | -8 | 11 | 7 | -8 | 35 | -1 | -19 | 4 | 13
Oc1ccccc1-c1nnc(COc2ccc(Cl)cc2Cl)o1 | 1 | -16 | 1 | -3 | -7 | 0 | 3 | -1 | 1
O=C(COC(=O)CNC(=O)c1ccc(Cl)c([N+](=O)[O-])c1)NNC(=O)c1cccs1 | 0 | -9 | 1 | -2 | -8 | -1 | 7 | 0 | 1
CCOC(=O)c1cn(Cc2ccccc2)nn1 | -1 | 13 | 0 | 1 | -14 | -4 | 13 | -1 | -3

Additional records follow.
SMILES | CHRM5 agonist | M4 antag | M4 ag | CHRM5 PAM | M1 antag | M1 ag | M1 PAM | TAAR1 agonist | CHRM5 antagonist
CC(C)N=C1NN=C(c2ccc(Cl)c(Cl)c2)CS1 | 0 | -4 | 3 | -1 | 2 | -10 | -5 | 7 | 5
O=S(=O)([O-])CCC[N+]1(CC#Cc2ccccc2)CCCCC1 | 4 | -9 | 0 | 5 | -3 | -3 | 2 | 6 | 1
O=C1CN(c2nc3nonc3nc2N2CCCCC2)CCN1 | 2 | 4 | 1 | 2 | -6 | -1 | 8 | 3 | 2
C/C(=N/OC(=O)c1c(F)cccc1F)c1nccs1 | 1 | 11 | -1 | -1 | -3 | -6 | 6 | 5 | -1
Cc1cc(/C=N/n2cnnc2)c(C)n1-c1ccc2ncccc2c1 | -3 | 3 | 0 | 1 | -36 | -2 | 6 | 0 | 8
COCCCNC(=S)NNC(=O)c1ccc(C(C)(C)C)cc1 | 2 | -1 | 0 | 3 | -16 | 1 | 17 | 4 | -3
CCCn1nc(C(=O)Nc2ccc3nc(N4CCOCC4)sc3c2)ccc1=O | 9 | -12 | 6 | -9 | 6 | 2 | -2 | 10 | 6
CCCNC(=O)N1CCC(C(=O)c2ccc(Cl)cc2)CC1 | 3 | 8 | 2 | -8 | 1 | 0 | 4 | 0 | 6
CCn1cc(CCCC(=O)NCc2ccc(OC)cc2)c2ccccc21 | -5 | 5 | 1 | 1 | -19 | -2 | 11 | -2 | -1
CCCN(Cc1cc(=O)[nH]c2ccccc12)C(=O)CC | -2 | -12 | 0 | 0 | -19 | -3 | 11 | 1 | 3
COc1cccc(C(=O)C2CCCN(Cc3ccc(OC)c(Cn4cncn4)c3)C2)c1 (centres undefined) | -20 | 3 | 2 | -25 | 37* | -8 | -22 | 2 | -2
O=C(N/C(=C/c1cccs1)c1nc2ccccc2[nH]1)c1ccccc1 | -1 | -3 | 5 | -7 | -9 | -2 | 4 | 6 | 0
CC(=O)Nc1ccc(C(=O)Nc2nc(-c3cc(C)n(Cc4ccccc4)c3C)cs2)cc1 | 2 | 3 | 0 | -1 | -7 | -3 | 10 | 3 | -1
CCOC(=O)c1c(S(=O)(=O)N(C)Cc2ccccc2)c(C)n(C)c1C | -4 | -8 | 0 | 7 | -9 | -4 | 9 | 0 | -3
O=C(OCCc1cc2ccccc2c(=O)o1)c1cccc(Br)c1 | 0 | 3 | 3 | -17 | 4 | -7 | -4 | 7 | 13
COc1ccc(S(=O)(=O)N(C)C)cc1NC(=O)COC(=O)CC1CCCC1 | 3 | 4 | 2 | 0 | 2 | -3 | 4 | 7 | 2
Cc1ccc(S(=O)(=O)N2CCCCC2)cc1NC(=O)CNC(C)c1ccc(Cl)c(Cl)c1 (centres undefined) | 2 | -6 | 5 | -13 | 1 | -3 | 0 | 1 | 13
O=C(c1ccc2c(c1)[nH]c(=S)n1c3ccccc3nc21)N1CCN(c2ncccn2)CC1 | -6 | -7 | 3 | 13 | -6 | -2 | 3 | 7 | -10
O=C1c2ccsc2SCCN1Cc1ccc(Cl)cc1Cl | -7 | 0 | 1 | -2 | -5 | -5 | -1 | 7 | 7
Fc1ccccc1-c1cc2ncccc2cn1 | -2 | 5 | 0 | 1 | -6 | -7 | 6 | 9 | 12
CC1=C(C(=O)Nc2ccccc2C(F)(F)F)C(c2ccc(C)s2)NC(=S)N1 (centres undefined) | 1 | -4 | 3 | -3 | -5 | 0 | 12 | 12 | 4
CC(=O)NC(=S)Nc1ccc([N+](=O)[O-])cc1C | -3 | 5 | 0 | 5 | -3 | -4 | 4 | 0 | 0
CC(C)[C@H](NC(=O)c1ccccc1F)C(=O)OCC(=O)NC1CC1 | -4 | -10 | 1 | -9 | -7 | -1 | 7 | 0 | 4
O=C(N/N=C\c1cccc(Br)c1)c1ccccc1-n1cccc1 | -7 | 3 | -1 | 0 | -21 | -5 | 3 | 9 | -4
CCOc1ccc2nc(Nc3nc4ccc(NC(C)=O)cc4s3)sc2c1 | 11 | -5 | 5 | -4 | -6 | 0 | 6 | 6 | -2
CCCC(=O)N1CCN(c2ccc(NC(=O)c3ccc([N+](=O)[O-])o3)cc2)CC1 | 3 | 5 | 3 | 0 | 0 | 0 | 0 | 2 | 6
CCOc1ccc(NC(=O)CCN2CCN(c3ccccc3)CC2)cc1 | -1 | 1 | 0 | 0 | -4 | -5 | 6 | 3 | -4
COc1ccccc1NS(=O)(=O)c1cc(NC(=O)C(C)C)ccc1N1CCCCC1 | -4 | -3 | 7 | -3 | 4 | -3 | -1 | 1 | 17

Rewritten with values under each structure: entries from further up
Value order – CHRM5 agonist	M4 antag	M4 ag	CHRM5 PAM	M1 antag	M1 ag	M1 PAM	TAAR1 agonist	CHRM5 antagonist
CCOc1ccc2nc(Nc3nc4ccc(NC(C)=O)cc4s3)sc2c1
→ 11	-5	5	-4	-6	0	6	6	-2
CCn1cc(CCCC(=O)NCc2ccc(OC)cc2)c2ccccc21
→ -5	5	1	1	-19	-2	11	-2	-1
Cc1ccc(S(=O)(=O)N2CCCCC2)cc1NC(=O)CNC(C)c1ccc(Cl)c(Cl)c1 (centres undefined)
→ 2	-6	5	-13	1	-3	0	1	13
Cc1cc(/C=N/n2cnnc2)c(C)n1-c1ccc2ncccc2c1
→ -3	3	0	1	-36	-2	6	0	8

A portion of the results above, for reference:
SMILES | CHRM5 agonist | M4 antag | M4 ag | CHRM5 PAM | M1 antag | M1 ag | M1 PAM | TAAR1 agonist | CHRM5 antagonist
CC(C)N=C1NN=C(c2ccc(Cl)c(Cl)c2)CS1 | 0 | -4 | 3 | -1 | 2 | -10 | -5 | 7 | 5
O=S(=O)([O-])CCC[N+]1(CC#Cc2ccccc2)CCCCC1 | 4 | -9 | 0 | 5 | -3 | -3 | 2 | 6 | 1
O=C1CN(c2nc3nonc3nc2N2CCCCC2)CCN1 | 2 | 4 | 1 | 2 | -6 | -1 | 8 | 3 | 2
C/C(=N/OC(=O)c1c(F)cccc1F)c1nccs1 | 1 | 11 | -1 | -1 | -3 | -6 | 6 | 5 | -1
Cc1cc(/C=N/n2cnnc2)c(C)n1-c1ccc2ncccc2c1 | -3 | 3 | 0 | 1 | -36 | -2 | 6 | 0 | 8

Bioassay records from PubChem BioAssay.
